# RBX1-CUL1 inh = blocks human RBX1-Cullin-1 di-ubiquitin formation. in vitro K48 di-Ub FRET, acceptor:donor ratio, 45 min. inhibition, % at 10 µM. 0.6% of 140,000 active. AID 1347404; in the data active = inhibition above about 25%
# Target sequence (P62877 whole entry, looked up): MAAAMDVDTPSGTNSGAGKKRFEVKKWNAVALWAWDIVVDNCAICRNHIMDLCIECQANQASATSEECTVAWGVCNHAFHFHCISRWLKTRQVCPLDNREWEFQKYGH
# Target sequence (Q13616 whole entry, looked up): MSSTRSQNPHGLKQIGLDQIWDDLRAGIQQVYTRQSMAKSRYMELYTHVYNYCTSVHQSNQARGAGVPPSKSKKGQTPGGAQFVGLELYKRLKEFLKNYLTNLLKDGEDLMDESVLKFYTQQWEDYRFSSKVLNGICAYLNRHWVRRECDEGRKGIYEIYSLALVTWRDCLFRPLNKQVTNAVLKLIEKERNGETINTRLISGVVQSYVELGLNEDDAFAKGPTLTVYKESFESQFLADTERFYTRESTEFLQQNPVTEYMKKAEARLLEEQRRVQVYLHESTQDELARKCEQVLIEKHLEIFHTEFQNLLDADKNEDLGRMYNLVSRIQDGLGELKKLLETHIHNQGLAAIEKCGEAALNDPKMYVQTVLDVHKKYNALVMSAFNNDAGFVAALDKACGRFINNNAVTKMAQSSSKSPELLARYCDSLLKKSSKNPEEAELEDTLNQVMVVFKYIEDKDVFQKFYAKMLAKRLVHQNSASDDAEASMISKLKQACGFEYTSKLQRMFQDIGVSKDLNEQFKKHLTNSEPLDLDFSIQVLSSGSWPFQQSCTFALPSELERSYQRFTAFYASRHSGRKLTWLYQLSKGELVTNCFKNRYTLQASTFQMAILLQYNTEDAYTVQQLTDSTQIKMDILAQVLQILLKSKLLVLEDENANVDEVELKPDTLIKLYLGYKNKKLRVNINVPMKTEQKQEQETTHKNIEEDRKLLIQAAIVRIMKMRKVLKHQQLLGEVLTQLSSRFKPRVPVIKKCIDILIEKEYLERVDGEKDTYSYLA
# Starred values were filed as active, the others as inactive. Only part of the results is shown, so the mix of outcomes need not match the whole.
no. | Compound | RBX1-CUL1 inh
1 | COC(=O)c1c(OS(=O)(=O)c2ccc(C)cc2)csc1C | 1
2 | Cc1ccc(CNC(=O)CCCCn2c(=O)c3ccccc3n(Cc3ccc(C)cc3)c2=O)cc1 | 7
3 | CC(C)c1nc2ccc(C(=O)NC(C)c3ccccc3)cc2o1 (configuration not stated) | -5
4 | Nc1nc(CN2CCC(Cc3ccccc3)CC2)nc(Nc2ccccc2)n1 | 1
5 | COc1ncc(CN2CC[C@@H](N3CCN(c4ccccc4F)CC3)[C@H](O)C2)cn1 | 8
6 | CCc1ccc(-n2c(SCC(=O)Nc3ccc(Cl)c(Cl)c3)nc3sc4c(c3c2=O)CCCC4)cc1 | -1
7 | CN(CC1(O)CCCN(Cc2ccccc2F)C1=O)C1CCCCC1 (configuration not stated) | -3
8 | CCOC(=O)N1CC=C2C(C#N)C(=N)C(C#N)(C#N)[C@H](c3cccs3)C2C1 (some centres not stated) | 5
9 | Cc1c(Cl)cccc1Nc1nn2c(=O)c3ccc(C(=O)NCCc4ccccc4)cc3nc2s1 | -7
10 | CCc1ccccc1N(CC(=O)N/N=C/c1sccc1C)S(=O)(=O)c1ccccc1 | -1
11 | CCOC(=O)c1ccc(NC(=O)CSc2nnc(CSc3nc(C)cc(C)n3)n2-c2ccccc2)cc1 | 0
12 | COc1cc2[nH]c(=O)n(CCCC(=O)NCc3ccc(Cl)cc3)c(=O)c2cc1OC | -3
13 | CN(C)S(=O)(=O)N1CCC(C(=O)NCc2ccc(Cl)cc2Cl)CC1 | 4
14 | S=C(NCCc1ccccc1)Nc1ccc(Oc2ccccc2)cc1 | 7
15 | O=C(Nc1cccc(N=Cc2ccc(OC(=O)c3ccc(Cl)cc3Cl)cc2)c1)c1ccccc1Cl | -7
16 | O=C(Nc1cc(C(F)(F)F)ccc1Cl)c1ccc(Br)o1 | 1
17 | CC(=O)N[C@@H](CC(C)C)C(=O)N1CCc2c(cnc(C)c2CNC(=O)/C=C/c2cccs2)C1 | 3
18 | O=C(CCN1C(=O)c2ccccc2C1=O)Nc1ncn[nH]1 | 13
19 | CCCOc1cccc(C(=O)O)c1 | -8
20 | CCCN1CCC(NC(=O)c2ccc(CC)cc2)CC1 | 3
21 | CCc1cccc(NC(=O)c2sc3nc(-c4ccc(F)cc4)ccc3c2N)c1 | -13
22 | COC(=O)c1onc(C(=O)c2ccccc2)c1C(=O)OC | 6
23 | COc1ccc(C(=O)CCC(=O)N2CCCC(c3nc(C)ncc3-c3cccc(C)c3)C2)cc1 (configuration not stated) | 1
24 | CC(=O)N1CCN(C(=O)CCc2nnc(CCCCc3ccccc3)o2)CC1 | 5
25 | CC1=Nc2nc(CCCO)nn2C(c2cccc(C)c2)C1C(=O)Nc1ccccc1C (configuration not stated) | 9

# Remaining list, next part:
no. | Compound | RBX1-CUL1 inh
26 | COc1ccc(C(=O)N2CCc3ccc(NC(=O)C4CCCO4)cc3C2)o1 (configuration not stated) | 7
27 | Cc1nn2c(=O)cc(COC(=O)c3ccccc3NC(=O)C(C)C)nc2s1 | -9
28 | CCN1CCC(C(=O)N2CCCC(CCc3ccc(F)c(F)c3)C2)CC1 (configuration not stated) | -3
29 | CCCOc1c(I)cc(C(=O)Nc2ccccc2)cc1OC | 1
30 | O=S(=O)(/C=C/c1ccccc1)N1CCc2ccccc21 | -7
31 | Cc1cccn2cc(-c3ccccc3)cc12 | 5
32 | CC(=O)Oc1ccc(/C=C2\N=C(c3ccc(Cl)cc3)OC2=O)cc1 | -3
33 | COc1cc(SC#N)ccc1NC(=O)N=CC1C(=O)N(CCc2ccccc2)C(=O)C(C#N)=C1C (configuration not stated) | -9
34 | COC(=O)c1cc(O)c(C(=O)Nc2ccc(Cl)cc2Cl)s1 | 4
35 | O=C1OC(c2ccccc2)=NC1=C1C=C(c2ccccc2)OC(c2ccccc2)=C1 | 0
36 | Cc1ccccc1NC(=O)NCCN1CCCC1 | 2
37 | CCOC(=O)C1(Cc2ccccc2F)CCCN(CCCC(F)(F)F)C1 (configuration not stated) | 5
38 | COc1ccccc1NC(=S)N1CCN(Cc2ccccc2)CC1 | 2
39 | O=C(Cn1cc(C(=O)C(F)(F)F)c2ccccc21)N1CCCCCC1 | 1
40 | CCOc1ccccc1NC(=O)CSc1c2c(nc3ccc(Cl)cc13)CCCC2 | 12
41 | Cc1nc2snnc2c(=O)n1C | -2
42 | COC(=O)c1cnn2c(C(F)(F)F)cc(-c3ccco3)nc12 | 1
43 | Cc1ccc(C2=NN3C(C2)c2ccccc2OC3C(C)C)cc1 (configuration not stated) | 7
44 | COc1cccc(CNC(=O)C2CCN(c3nn4c(=O)cc(C)nc4s3)CC2)c1 | 8
45 | O=C(NCCc1csc(-c2ccc(C(F)(F)F)cc2)n1)C(=O)Nc1cc(F)ccc1F | 2
46 | COc1ccc(CC2(CCC(=O)N(C)C(C)c3ccon3)CCC(=O)N2)c2ccccc12 (configuration not stated) | 12
47 | COc1ccc(N(CC(=O)NCCSc2ccc(Cl)cc2)S(C)(=O)=O)cc1Cl | 5
48 | CC1(O)c2ccccc2C(C)(O)c2c1cc(F)c1ccccc21 (configuration not stated) | 0
49 | CCn1cc(C(=O)NCc2ccccc2Cl)c(=O)c2cc(S(=O)(=O)N3CCCCC3)ccc21 | -6
50 | CCc1cccc(C)c1NC(=O)c1ccccc1OC | 3

# Remaining list, next part:
no. | Compound | RBX1-CUL1 inh
51 | Cc1ccc(Cl)cc1N1CCN(C(=O)C2CCN(S(=O)(=O)c3cccc4nonc34)CC2)CC1 | 10
52 | CCOc1ccc(-c2nc(N(C(=O)CC)c3cccc(Br)c3)sc2C)cc1 | -4
53 | CCC(C)NC(=O)CSc1nc2n[nH]c(C)c2c(=N)n1-c1ccc(C)c(Cl)c1 (configuration not stated) | -11
54 | COc1ccc(NC(=O)C2CCN(S(=O)(=O)N(C)C)CC2)cc1 | -3
55 | O=C(Cc1ccccn1)c1ccc(OC2OC(CO)C(O)C(O)C2O)cc1O (configuration not stated) | 1
56 | CC(=O)c1cccc(NC(=O)c2noc3c2CC(C)CC3)c1 (configuration not stated) | -8
57 | O=C1CN(C(=O)c2ccc(S(=O)(=O)N3CCCC3)cc2)C(c2ccc(F)cc2)c2cc(F)ccc2N1 (configuration not stated) | 1
58 | COc1ccc(CCNC(=O)C2C(=O)N=C3C(C)=CC=CN3C2=O)cc1 (configuration not stated) | -7
59 | CCc1nc(C)ccc1OCC(=O)N1CCCC(CO)(CCOc2ccccc2)C1 (configuration not stated) | 8
60 | CC1C(=NC(=O)c2ccc(-c3ccc(C(=O)N=C4C(=O)N(c5ccccc5)N(C)C4C)cc3)cc2)C(=O)N(c2ccccc2)N1C (configuration not stated) | 16
61 | CCC(=O)N1CCc2cc(S(=O)(=O)NCCC(=O)Nc3ccc(CC)cc3)ccc21 | 3
62 | CCOc1cc(CNc2ccc(N3CCCC3)cc2)cc(Cl)c1OC | 63*
63 | Cc1csc(=O)c(CN2CCCCC2)n1 | 4
64 | CCOC(=O)c1ccc(NC(=O)CSc2nc3c(c(=O)[nH]2)CN(Cc2ccccc2)CC3)cc1 | 5
65 | CCOC(=O)NC(=S)Nc1cc2nc(CC)[nH]c2cc1NC(=S)NC(=O)OCC | 5
66 | CCCNc1nc(Cl)nc(NCc2cccnc2)n1 | 3
67 | COc1ccc(-n2c(=O)c3c4c(sc3n3c(SC)nnc23)CC(C)CC4)cc1 (configuration not stated) | -7
68 | CCc1ccc(-n2c(=O)c3sc4ccccc4c3n(CC(=O)N3CCCC3)c2=O)cc1 | -1
69 | CCN(CC)c1nc(-c2ccccc2Cl)c2cc(Br)ccc2n1 | 1
70 | Cc1ccc(NC(=O)CCS(=O)(=O)c2ccc3c(c2)oc(=O)n3C)c(Br)c1 | 3
71 | CC(=O)c1ccc(C(=O)N2CCCC(CNS(=O)(=O)Cc3ccccc3)C2)s1 (configuration not stated) | 10
72 | CCOC(=O)CC1COCCN1Cc1cn[nH]c1-c1cc2ccccc2o1 (configuration not stated) | -3
73 | Cc1cccc(C(=O)Nc2ccc(S(=O)(=O)N3CCCCC3C)cc2)c1 (configuration not stated) | 1
74 | COc1cccc(CNC(=O)CCCn2nc(C)c3c(C)n(-c4ccc(C)cc4)nc3c2=O)c1OC | 3
75 | COc1ccc(-n2c(C)nc3c(sc4nc5ccccc5cc43)c2=O)cc1 | 13

# Next results follow:
no. | Compound | RBX1-CUL1 inh
76 | CC(C)(C)c1ccc(C2=N/C(=C\c3ccco3)C(=O)O2)cc1 | 3
77 | Cc1n[nH]c(=S)c2nn(-c3cccc(Cl)c3)c(C)c12 | 6
78 | CCNC(=O)C1CCN(Cc2ccc(Cl)cc2)CC1 | 0
79 | COc1ccc(C2C(C#N)C(=N)SC(=N)C2C#N)cc1OC (configuration not stated) | 1
80 | CC(C)Cc1ccc(S(=O)(=O)NCc2nc3cccnc3n2Cc2ccccc2)cc1 | -4
81 | Cc1ccc(C)c(NC(=O)Cn2cc(C(=O)c3cccs3)c3ccccc32)c1 | -5
82 | COCCNC(=O)Cc1c2c(n(Cc3ccccc3)c1C)CCCC2=O | 2
83 | O=C(Nc1ccc(OC(F)(F)F)cc1)c1cc2nc(-c3ccc(Br)cc3)cc(C(F)(F)F)n2n1 | 0
84 | Cc1cc(C)n(Cc2cc(C(=O)NCCN3CCOCC3)n[nH]2)n1 | 2
85 | COc1cccc(C2c3c(n[nH]c3-c3ccccc3)OC(=N)C2C#N)c1OC (configuration not stated) | 8
86 | COc1cc(OC)cc(-n2c(=O)c3ccccc3n(Cc3ccccc3C#N)c2=O)c1 | 4
87 | CC(=O)Nc1ncc(Br)s1 | 1
88 | Cc1ccc2nc3c(cc(C(=O)NC(C)(C)C)n3C)c(=O)n2c1 | 0
89 | CCOc1ccc(C2=C(C=C(C#N)C#N)C(c3ccccc3)c3ccccc3O2)cc1 (configuration not stated) | 9
90 | COCCCN(C(=O)Nc1cccc(Cl)c1)C(C)c1ccccn1 (configuration not stated) | -3
91 | CC(=O)c1ccc(NC(=O)CCn2nc(C)c(S(=O)(=O)N3CCC(C)CC3)c2C)cc1 | -6
92 | CC(C)(C)c1nc2scc(-c3ccc(Br)cc3)c2c(=O)o1 | -2
93 | O=C(c1ccc(CN2CCOCC2)cc1)N1CCN(c2cccc(Cl)c2)CC1 | 4
94 | CCOC(=O)c1c(NC(=O)C(C)Sc2cn(CCNC(=O)c3ccc(OCC)cc3)c3ccccc23)sc2c1CCC2 (configuration not stated) | 11
95 | CN(C)CCNC(=O)Cn1nc(N2CCN(c3ccccc3)CC2)ccc1=O | 0
96 | Cc1ccccc1CN1c2ccccc2S(=O)(=O)c2ccccc21 | -10
97 | CC1CCOC(c2coc3ccccc3c2=O)O1 (configuration not stated) | -2
98 | CCOC1(OCC)OC(C#N)(c2ccc(Cl)cc2)C1(OCC)OCC (configuration not stated) | -3
99 | CCCCNC(=O)CCCn1c(=O)c2ccccc2n(Cc2ccc(Cl)cc2)c1=O | 2
100 | COc1ccc(-c2cc(-c3cccs3)nc(SCc3ccccc3Cl)c2C#N)cc1 | -6

# The list goes on (4 carried over from the part before).
no. | Compound | RBX1-CUL1 inh
97 | CC1CCOC(c2coc3ccccc3c2=O)O1 (configuration not stated) | -2
98 | CCOC1(OCC)OC(C#N)(c2ccc(Cl)cc2)C1(OCC)OCC (configuration not stated) | -3
99 | CCCCNC(=O)CCCn1c(=O)c2ccccc2n(Cc2ccc(Cl)cc2)c1=O | 2
100 | COc1ccc(-c2cc(-c3cccs3)nc(SCc3ccccc3Cl)c2C#N)cc1 | -6
101 | O=C(C1CCCN(S(=O)(=O)c2ccc(Cl)cc2)C1)N1CCCC(C(F)(F)F)C1 (configuration not stated) | -1
102 | Cc1nn(C)c(C)c1CN(C(=O)c1cc(COc2ccccc2)on1)C1CC1 | 6
103 | Cc1nc(CC(=O)Nc2ccc(C(N)=O)cc2)cs1 | 7
104 | COc1ccc(NCc2ccc(SC)cc2)cc1Cl | -4
105 | O=C(Nc1ccc(Oc2cccnc2)cc1)C1CCN(C2CCSCC2)CC1 | 6
106 | C=CCn1c(C)cn2c3c(=O)n(CC)c(=O)n(C)c3nc12 | -10
107 | CCOC(=O)c1c(NC(=O)COc2cc(C)ccc2C(C)C)sc2c1CCCC2 | 3
108 | CCOc1ccccc1-n1c(N)c(C(=O)OC)c2nc3ccccc3nc21 | 1
109 | CCCCSCCCNC(=O)CN1C(=O)COc2ccc(S(=O)(=O)N3CCC(C)CC3)cc21 | -3
110 | CC(=O)c1ccc(NC(=O)c2ccc(COc3c(F)c(F)cc(F)c3F)cc2)cc1 | 5
111 | Cc1ccc(-c2scc(C)c2C#N)cc1 | 7
112 | C=CCn1c(C)cn2c3c(=O)n(C/C=C/c4ccccc4)c(=O)n(C)c3nc12 | 2
113 | COc1ccc(CCNC(=O)C(=O)NCC(c2ccc3c(c2)OCO3)N2CCOCC2)cc1OC (configuration not stated) | -10
114 | Cc1cnc(NCC(c2ccccn2)N2CCOCC2)nc1-c1ncnn1C (configuration not stated) | 9
115 | O=C(NC(=S)Nc1cc(Cl)ccc1Cl)c1ccc(F)cc1 | -1
116 | CCOC(=O)c1ccc(NC(=O)Cn2c3ncccc3c(=O)n2-c2ccc(C)c(C)c2)cc1 | -9
117 | CC(=O)N1CCCC1C(=O)Nc1ccc(-c2cccc(F)c2)cc1 (configuration not stated) | 5
118 | CC(C)(C)OC(=O)N/N=C/c1c[nH]c2ccccc12 | -7
119 | Cc1ccc(C(=O)NCc2ccccc2)o1 | -2
120 | CN(C(=O)c1nn2c(c1Cl)NC(c1ccco1)CC2C(F)(F)F)c1ccc(OC(F)(F)F)cc1 (configuration not stated) | -4
121 | Cc1cc(-c2ccc(C)c(S(=O)(=O)N3CCN(c4cccc(C(F)(F)F)c4)CC3)c2)on1 | 3
122 | O=C(NCCOc1ccc2c(c1)CCCC2)c1cc(F)c(F)cc1Cl | -2
123 | O=C(Nc1ccc2oc(-c3ccc(Cl)cc3Cl)nc2c1)c1ccc([N+](=O)[O-])o1 | -5
124 | COCC(=O)Nc1nc2c(C)cccc2s1 | 3
125 | Cc1cc(C(=O)Nc2ccc(I)cc2)no1 | 2
126 | COc1ccc(N=C2C(=Nc3ccc(OC)cc3)N(c3ccc(OC)cc3)C(=S)N2c2ccc(Cl)cc2)cc1 | -5

# A second format for 4 compounds above.
84: Cc1cc(C)n(Cc2cc(C(=O)NCCN3CCOCC3)n[nH]2)n1
  RBX1-CUL1 inh = 2

125: Cc1cc(C(=O)Nc2ccc(I)cc2)no1
  RBX1-CUL1 inh = 2

35: O=C1OC(c2ccccc2)=NC1=C1C=C(c2ccccc2)OC(c2ccccc2)=C1
  RBX1-CUL1 inh = 0

62: CCOc1cc(CNc2ccc(N3CCCC3)cc2)cc(Cl)c1OC
  RBX1-CUL1 inh = 63*

# Screening results from PubChem.
